# CHRM4 antagonist – human M4 muscarinic receptor antagonists, primary screen, CHO cells, Fluo-8 calcium fluorescence. inhibition, % at 3 µM. actives 0.73% (n = 360,000). CHO-hM4 cells, ACh EC80. Muscarinic acetylcholine receptor M4 (Homo sapiens), P08173;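 active means inhibition above its plate's cutoff, the mean inhibition of sample wells plus 3 SD, cut at about 27% in these data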;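 further: 0% = acetylcholine EC80 with DMSO and 100% = DMSO without agonist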
# Target sequence (P08173 whole entry, looked up): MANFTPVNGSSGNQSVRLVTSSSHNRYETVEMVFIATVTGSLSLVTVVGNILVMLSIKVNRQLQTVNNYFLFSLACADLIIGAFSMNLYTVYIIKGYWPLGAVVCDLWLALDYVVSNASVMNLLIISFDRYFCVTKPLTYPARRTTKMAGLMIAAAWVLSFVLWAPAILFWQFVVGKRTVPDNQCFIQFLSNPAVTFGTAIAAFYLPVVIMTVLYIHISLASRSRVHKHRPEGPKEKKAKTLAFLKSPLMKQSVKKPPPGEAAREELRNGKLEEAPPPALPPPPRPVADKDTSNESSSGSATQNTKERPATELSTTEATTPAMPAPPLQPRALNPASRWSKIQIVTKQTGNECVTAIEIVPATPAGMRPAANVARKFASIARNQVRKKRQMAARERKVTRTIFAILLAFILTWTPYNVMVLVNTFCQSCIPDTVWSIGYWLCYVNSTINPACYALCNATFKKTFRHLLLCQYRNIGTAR
# M1 PAM – human M1 muscarinic receptor positive allosteric modulators, primary screen, CHO-K1 cells, Fluo-8 calcium fluorescence, 1536-well. actives 0.088% (n = 360,000). activation, % at 3 µM. CHO-K1 hM1, ACh EC20; 0% = ACh EC20, 100% = maximal ACh. Muscarinic acetylcholine receptor M1 (Homo sapiens), P11229; in the data active means activation above about 19%, passing the limit was not always enough
# Target sequence (P11229 whole entry, looked up): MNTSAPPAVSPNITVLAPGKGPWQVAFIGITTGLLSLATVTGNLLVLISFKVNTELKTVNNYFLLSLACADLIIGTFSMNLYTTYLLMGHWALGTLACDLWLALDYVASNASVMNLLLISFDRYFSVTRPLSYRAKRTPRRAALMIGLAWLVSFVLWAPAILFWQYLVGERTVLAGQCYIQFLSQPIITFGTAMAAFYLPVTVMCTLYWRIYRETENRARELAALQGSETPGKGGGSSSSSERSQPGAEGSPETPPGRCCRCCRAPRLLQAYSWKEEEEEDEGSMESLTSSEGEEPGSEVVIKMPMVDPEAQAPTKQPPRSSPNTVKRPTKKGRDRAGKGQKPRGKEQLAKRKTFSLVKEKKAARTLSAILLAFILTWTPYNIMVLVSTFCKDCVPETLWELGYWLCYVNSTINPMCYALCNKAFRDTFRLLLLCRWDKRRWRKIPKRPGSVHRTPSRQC
# M4 ag – human M4 muscarinic receptor agonists, primary screen, CHO-K1 cells, Fluo-8 calcium fluorescence | activation, % at 3 µM | CHO-K1 hM4/Gqi5; vehicle 0%, full acetylcholine response 100% | Muscarinic acetylcholine receptor M4 (Homo sapiens), P08173 | AID 624127, 2012 | actives 0.14% (n = 360,000);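 active means activation above the run mean over all test wells plus 3 SD, cut at about 32% in these data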;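 further: peak over basal fluorescence ratio per well then scaled between controls; 0% = DMSO wells and 100% = acetylcholine at EC100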
# CHRM5 antagonist – human M5 muscarinic receptor antagonists, primary screen, CHO cells, Fluo-8 calcium fluorescence. Muscarinic acetylcholine receptor M5 (Homo sapiens), P08912. CHO-hM5 cells, ACh EC80. inhibition, % at 3 µM. actives 0.59% (n = 360,000). AID 624040, 2012;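 active means inhibition above a per-plate cutoff, the mean of that plate's test compounds plus 3 SD, cut at about 27% in these data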;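 further: 0% = acetylcholine EC80 with DMSO and 100% = DMSO without agonist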
# CHRM5 agonist – human M5 muscarinic receptor agonists, primary screen, CHO-K1 cells, Fluo-8 calcium fluorescence | Muscarinic acetylcholine receptor M5 (Homo sapiens), P08912 | actives 0.19% (n = 360,000) | CHO-K1 hM5 cells; 0% DMSO wells, 100% maximal acetylcholine response | activation, % at 3 µM;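 active means activation above the run's mean over test compounds plus 3 SD, cut at about 23% in these data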;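 further: signal is peak over basal fluorescence ratio across the kinetic read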
# CHRM5 PAM – human M5 muscarinic receptor positive allosteric modulators, primary screen, CHO-K1 cells, Fluo-8 calcium fluorescence. Muscarinic acetylcholine receptor M5 (Homo sapiens), P08912. CHO-K1 hM5, ACh EC20 PAM; 0% = ACh EC20, 100% = ACh EC100. activation, % at 3 µM. actives 0.3% (n = 360,000). AID 624038, 2012;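 active means activation above the run cutoff, the mean activation of all test compounds plus 3 SD, cut at about 18% in these data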
#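 Measured by: Fluo-8 calcium fluorescence; material: human M5 receptor in CHO-K1 cells; schedule: Post-acetylcholine fluorescence recording 140 s; benchmarks: low control EC20 acetylcholine (0%), high control EC100 acetylcholine (100%); read-out: Max/basal fluorescence ratio as % of EC20–EC100 ACh window; compound: single dose, 3 µM nominal final test concentration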
# CRFBP-R2 agonist – agonists of CRF-BP/CRF-R2 complex, primary screen, cell-based, HEK293, calcium dye fluorescence, uHTS. CRF-binding protein / CRF receptor 2 complex (human). calcium dye fluorescence (FLIPR); percent of saturating CRF peptide response. activation, % at 13.2 µM. actives 0.46% (n = 350,000);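 active means activation of at least 50%, plus an integration ratio under a set limit after plate pattern correction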;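 further: plate controls were neutral control wells without compound for no effect and CRF at EC100 for full effect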
# CHRM1 antagonist – human M1 muscarinic receptor antagonists, primary screen, CHO-K1 cells, Fluo-8 calcium fluorescence, 1536-well; AID 588852, 2011; inhibition, % at 3 µM; Muscarinic acetylcholine receptor M1 (Homo sapiens), P11229; actives 1.3% (n = 360,000); CHO-K1 hM1, ACh EC80 antagonist;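 active means percent inhibition above its own plate's cutoff, namely the mean of that plate's compound wells plus 3 SD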;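 further: peak over basal fluorescence ratio during 140 s after agonist addition; 0% = ACh EC80 plus DMSO and 100% = DMSO alone without agonist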
# CHRM4 PAM – human M4 muscarinic receptor positive allosteric modulators, primary screen, CHO-K1 cells, Fluo-8 calcium fluorescence. CHO-K1 hM4/Gqi5, ACh EC20; 0% = ACh EC20, 100% = maximal ACh. activation, % at 3 µM. actives 0.4% (n = 360,000);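 active means activation above its plate's cutoff, the mean activation of sample wells plus 3 SD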; further: some results filed as inactive read as strong as hits
# The depositor's hits bear a star; . = no result given. Hits appear at their usual frequency (roughly 2.8% active in at least one column).
SMILES	CHRM4 antagonist	M1 PAM	M4 ag	CHRM5 antagonist	CHRM5 agonist	CHRM5 PAM	CRFBP-R2 agonist	CHRM1 antagonist	CHRM4 PAM
Cc1cccc(/C=N/n2c(-c3ccco3)n[nH]c2=S)c1	-4	6	0	3	1	-2	-1.9	-8	14
COCCn1c(Cc2ccccc2)nnc1SCC(=O)N1CCOCC1	4	10	2	6	4	6	0.6	-15	-2
Cc1ccc(C)c(CN2C(=O)C(C)Oc3ccc(C)cc32)c1 (centres undefined)	-3	-8	-3	10	-7	-15	-1.0	2	-7
COc1cccc(C(=O)Oc2cc3c4c(c2)C(C)=CC(C)(C)N4C(=O)C3=O)c1	24	-1	7	46*	57*	0	-0.7	3	-8
CC(C)c1ccc(NC2CCCN(C(=O)c3ccco3)C2)cc1 (centres undefined)	-2	6	-4	1	-1	2	0.7	-7	2
COc1ccc(C(CNC(=O)c2cc(S(=O)(=O)NCc3ccccc3)ccc2C)N2CCOCC2)cc1 (centres undefined)	-19	20	3	4	-1	-5	0.7	-12	-2
Cc1ccc(S(=O)(=O)N2[C@H](CC(=O)c3ccccc3)OC[C@@H]2C)cc1	-3	.	9	3	2	3	.	.	-3
CCOC(=O)C(=O)NCC1CCCN1S(=O)(=O)c1cccs1 (centres undefined)	-6	5	1	1	-1	2	-0.1	-20	-3
CN(CCO)c1ccc2c(c1)OC[C@@H](Cc1ccccc1)NS2(=O)=O	5	.	1	7	0	-6	.	.	-4
Cc1nn(-c2ncc(C(F)(F)F)cc2Cl)c(=O)n1-c1ccc(F)cc1	-9	6	1	3	0	1	-0.6	-1	2
COc1ccc(-c2cn[nH]c2-c2ccc(OCc3ccc(F)cc3)cc2O)cc1OC	8	4	-1	2	-1	-4	2.4	0	-15
CC(OC(=O)c1ccc(-n2cnnn2)cc1)C(=O)Nc1ccc(F)c(F)c1F (centres undefined)	-1	-9	4	0	1	-5	-1.2	22	-5
Cc1cc(C)c(NC(=O)CSc2nc3c(c(=O)n2C)SC(C)C3)c(C)c1 (centres undefined)	-6	1	0	-6	1	3	-3.0	-10	1
CN1CCN(C(=O)CCCOc2ccc(Cl)cc2Cl)CC1	2	-4	2	-2	-5	-1	1.1	2	-2
CN1C(c2ccccc2)CC(=NO)CC1c1ccccc1 (centres undefined)	5	-15	-1	1	-16	-5	-3.5	15	-6
COc1ccc(NC(=O)Nc2ccc3c(c2)C(=O)N([C@H](C)CO)C[C@H](C)[C@@H](CN(C)S(C)(=O)=O)O3)cc1	-8	8	1	1	3	2	-1.4	-8	11
O=[N+]([O-])c1ccccc1CN1CCN(Cc2ccc3ccccc3c2)CC1	-23	0	0	19	-5	-7	0.1	-5	-7
CCOC(=O)c1c(NC(=O)CN2CCCCC2)sc(C)c1C	4	7	0	3	1	0	1.9	-15	-6
CC1(C(=O)Nc2cccc3ncccc23)CCN1C(=O)CCc1ccccc1 (centres undefined)	-19	-4	4	-5	2	-2	.	-1	-2
Cc1cc(C)cc(NC(=O)CSc2ccc(-c3cccs3)nn2)c1	-8	2	-1	3	-2	-2	0.0	-2	-3
CCSc1nnc2c(n1)OC(c1ccc(C(=O)O)cc1)N(C(C)=O)c1ccccc1-2 (centres undefined)	-18	5	2	-10	0	3	-0.4	-9	16
CCn1c2ccccc2c2cc(NC(=O)c3cccc([N+](=O)[O-])c3)ccc21	-1	-11	0	10	-7	-9	2.0	0	-16
COCCn1c(SCC(=O)Nc2cc(C)cc(C)c2)nnc1C(C)C	-2	10	1	-2	-6	8	0.1	-10	8
OC[C@H]1O[C@H](OC[C@H]2OC(O)[C@H](O)[C@@H](O)[C@@H]2O)[C@H](O)[C@@H](O)[C@@H]1O (some centres undefined)	-9	2	0	-4	1	-4	-2.3	-31	1
NC(=S)NNC(=O)c1cc(C(F)(F)F)cc(C(F)(F)F)c1	3	9	0	4	0	4	-1.1	-13	-2
Cc1cccc(CSC(=N)N)c1	6	4	1	5	-5	-3	-2.5	4	0
Cc1c(N(C)S(=O)(=O)c2cc(C(=O)N3CCCC3)ccc2Cl)c(=O)n(-c2ccccc2)n1C	3	9	0	-14	-3	-1	2.1	-10	2
CC(=O)N1CCN(C(=O)c2ccc(-c3ccccc3Cl)o2)CC1	2	9	0	10	-1	0	-1.4	-7	1
O=C(NCc1ccccn1)c1cccc(NS(=O)(=O)c2cccc(Cl)c2)c1	-5	1	3	-5	0	5	-1.1	-1	3
CCN1CCN(CCNC(=O)c2ccc(/C=C3\Sc4ccccc4N(Cc4ccccc4F)C3=O)cc2)CC1	7	-23	22	18	-14	-32	2.1	47*	-40
COc1cc(OC)c(NS(=O)(=O)c2cn(C)cn2)cc1Cl	-3	3	1	-7	-1	9	-0.5	-1	-1
CCOCCCNC(=O)C(c1ccc(OC)cc1)N(Cc1cccs1)C(=O)c1ccccc1O (centres undefined)	-4	4	6	0	0	-7	1.0	-1	-6
O=C(N/N=C/c1ccco1)C1CC(=O)N(c2ccccc2)C1 (centres undefined)	2	3	2	0	-3	-5	0.5	-3	-5
CCOC(=O)C1=C(CCc2ccccc2)NC(=O)NC1c1ccc(C#N)cc1 (centres undefined)	2	-4	3	2	-2	3	-2.0	1	-1
COc1cc(OC)cc(-c2sc3ccc(OC)cc3c2C#CCO)c1	7	5	0	12	-3	3	-1.1	-1	8
Cc1cccc(C)c1OCc1nnc(NC(=O)CSc2ccc(Cl)cc2)s1	-4	5	2	-3	-1	-2	3.9	0	5
COc1ccc(OCC(=O)NNC(=O)c2cccc(O)c2)cc1	-1	13	1	3	1	-4	0.2	-12	7
Cc1cccc(-n2ncc3c(NCCCn4ccnc4)ncnc32)c1	-14	-11	2	-3	-2	-5	0.1	22	3
C=CCN([C@H](C(=O)OC)C(C)C)S(=O)(=O)CCNCc1ccccc1	-5	-2	4	2	-1	3	-0.7	-2	10
Oc1c(I)cc(Cl)c2cccnc12	24	17	2	11	0	2	-0.5	-22	0
CCOc1ccccc1NC(=O)Nc1ccncc1	1	2	2	17	-5	-5	-1.0	-4	-6
CC1(c2ccc(OC(F)F)cc2)NC(=O)N(CC(=O)Nc2ccc3c(c2)OCO3)C1=O (centres undefined)	8	-5	32*	17	41*	1	122*	17	3
O=C(CN1CCN(Cc2ccccc2F)C1=O)NCC1CCCO1 (centres undefined)	-4	7	1	-7	6	5	0.6	-6	-9
COc1ccc(-n2cc(C(=O)c3ccc4ccccc4c3O)cn2)cc1	-9	0	1	-5	0	3	8.9	4	5
COc1ccc(Cn2c(=S)[nH]c3ccccc32)cc1	9	12	1	-2	-3	5	-1.0	-16	-7

# For convenience, some entries already given:
SMILES	CHRM4 antagonist	M1 PAM	M4 ag	CHRM5 antagonist	CHRM5 agonist	CHRM5 PAM	CRFBP-R2 agonist	CHRM1 antagonist	CHRM4 PAM
O=C(N/N=C/c1ccco1)C1CC(=O)N(c2ccccc2)C1 (centres undefined)	2	3	2	0	-3	-5	0.5	-3	-5
CCOC(=O)C1=C(CCc2ccccc2)NC(=O)NC1c1ccc(C#N)cc1 (centres undefined)	2	-4	3	2	-2	3	-2.0	1	-1
COc1cc(OC)cc(-c2sc3ccc(OC)cc3c2C#CCO)c1	7	5	0	12	-3	3	-1.1	-1	8
Cc1cccc(C)c1OCc1nnc(NC(=O)CSc2ccc(Cl)cc2)s1	-4	5	2	-3	-1	-2	3.9	0	5
COc1ccc(OCC(=O)NNC(=O)c2cccc(O)c2)cc1	-1	13	1	3	1	-4	0.2	-12	7
Cc1cccc(-n2ncc3c(NCCCn4ccnc4)ncnc32)c1	-14	-11	2	-3	-2	-5	0.1	22	3
C=CCN([C@H](C(=O)OC)C(C)C)S(=O)(=O)CCNCc1ccccc1	-5	-2	4	2	-1	3	-0.7	-2	10
Oc1c(I)cc(Cl)c2cccnc12	24	17	2	11	0	2	-0.5	-22	0
CCOc1ccccc1NC(=O)Nc1ccncc1	1	2	2	17	-5	-5	-1.0	-4	-6
CC1(c2ccc(OC(F)F)cc2)NC(=O)N(CC(=O)Nc2ccc3c(c2)OCO3)C1=O (centres undefined)	8	-5	32*	17	41*	1	122*	17	3
O=C(CN1CCN(Cc2ccccc2F)C1=O)NCC1CCCO1 (centres undefined)	-4	7	1	-7	6	5	0.6	-6	-9
COc1ccc(-n2cc(C(=O)c3ccc4ccccc4c3O)cn2)cc1	-9	0	1	-5	0	3	8.9	4	5
COc1ccc(Cn2c(=S)[nH]c3ccccc32)cc1	9	12	1	-2	-3	5	-1.0	-16	-7

# Carrying on.
SMILES	CHRM4 antagonist	M1 PAM	M4 ag	CHRM5 antagonist	CHRM5 agonist	CHRM5 PAM	CRFBP-R2 agonist	CHRM1 antagonist	CHRM4 PAM
O=C(NC(Cc1ccccc1)C(=O)NC(Cc1ccccc1)C(=O)O)c1ccccc1 (centres undefined)	0	16	0	7	-4	-2	-0.1	-11	-2
COc1ccc(C(=O)NCc2nnc(SCC(=O)c3ccccc3)o2)cc1	-7	-1	2	9	-4	-5	-0.8	-1	-2
O=C(CN1CCOCC1)OCCCC1CCCCC1	2	6	1	-3	-1	2	-1.9	-17	2
Cc1cc2c(cc1C)-n1nnnc1C(N(C)CCc1ccccc1)C(=O)N2 (centres undefined)	3	.	9	-2	5	-2	.	.	-5
Cc1ccc(Cl)cc1N1CCN(C(=O)CN(c2ccccc2)S(=O)(=O)N(C)C)CC1	2	-16	6	-2	-1	-8	-4.6	13	-9
Cc1cc(=O)c2cc(C(=O)c3ccccc3)ccc2[nH]1	13	-8	0	12	-4	-7	-2.5	4	-9
O=C(NCc1ccccc1)C1=C[C@H](C2CC2)C[C@H](OCCCCO)O1	-8	14	2	5	2	2	-0.4	-9	2
CCn1c(SCC(=O)NCCc2ccc(OC)c(OC)c2)nc2c1c(=O)n(C)c(=O)n2C	10	8	1	0	3	2	-2.8	-2	-4
COC(=O)C1CCc2c(ccc3c2CCCC3)C1=O (centres undefined)	-2	8	1	11	0	2	-8.5	-18	2

# Screens (PubChem)
